From PubChem
ADAM10 inh – human ADAM10 inhibitors, primary screen, biochemical, QFRET, HTS; Disintegrin and metalloproteinase domain-containing protein 10 (Homo sapiens), O14672; hit rate 0.62% among 370,000; inhibition, % at 7 µM; recombinant ADAM10, EDANS/DABCYL FRET peptide cleavage, 3 h;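 active = inhibition above a per-campaign cutoff equal to the mean of compounds falling between control-based bounds plus 3 SD, cut at about 20% in these data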;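 note: 0% = DMSO wells while the 100% control is not disclosed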
Target sequence (O14672 214-748 limits assumed): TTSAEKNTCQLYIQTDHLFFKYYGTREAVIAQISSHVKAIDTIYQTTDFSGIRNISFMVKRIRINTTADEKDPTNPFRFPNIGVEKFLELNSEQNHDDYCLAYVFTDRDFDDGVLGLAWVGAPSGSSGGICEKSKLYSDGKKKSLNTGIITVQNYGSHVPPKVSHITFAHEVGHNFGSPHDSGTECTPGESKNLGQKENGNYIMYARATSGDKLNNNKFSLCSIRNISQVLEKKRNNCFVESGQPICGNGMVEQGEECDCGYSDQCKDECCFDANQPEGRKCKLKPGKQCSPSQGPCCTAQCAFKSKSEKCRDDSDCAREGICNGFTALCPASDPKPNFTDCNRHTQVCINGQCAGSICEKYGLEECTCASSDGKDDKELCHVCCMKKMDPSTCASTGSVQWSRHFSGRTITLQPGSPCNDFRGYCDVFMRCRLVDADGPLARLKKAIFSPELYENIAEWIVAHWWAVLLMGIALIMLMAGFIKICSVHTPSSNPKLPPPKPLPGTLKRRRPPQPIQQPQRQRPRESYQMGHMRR
NPR2 activator – human GC-B receptor activators, primary screen, HEK293 GC-B cells, cGMP TR-FRET, EC30 CNP | AID 1920062, 2024 | Atrial natriuretic peptide receptor 2 (Homo sapiens), P20594 | 0% at EC30 CNP, 100% saturating CNP | hit rate 0.11% among 370,000 | activation, % at 10 µM;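 active = activation at 10 µM reaching about 35% in either raw or pattern-adjusted values, limit read from the data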
ASAP1 GAP inh – inhibitors of human ASAP1 ArfGAP activity, primary screen, biochemical, fluorescence polarization. Arf-GAP with SH3 domain, ANK repeat and PH domain-containing protein 1 (Homo sapiens), …. ASAP1-stimulated ARF1 GTP hydrolysis, GDP FP detection. inhibition, % at 16.5 µM. hit rate 0.19% among 360,000. AID 624377, 2012; in the data active = inhibition above about 25%;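 note: 0% = vehicle with enzyme and substrate and 100% = no enzyme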
DDE Tn6 FP inh – inhibitors of Tn6 peptide binding to fibrin DD(E), primary screen, biochemical, fluorescence polarization, human fibrin, Tn6 probe. Fibrinogen beta chain (Homo sapiens), P02675. Fibrin DD(E) TRITC-Tn6 fluorescence polarization displacement. inhibition, % at 8.3 µM. hit rate 0.21% among 370,000. AID 720509, 2013;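 active = inhibition above a per-campaign cutoff: mean of compounds within control limits plus 3 SD, cut at about 15% in these data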;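 note: 0% = median of all compound wells on the plate and 100% = blocking peptide control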
Target sequence (P02675 whole entry, looked up): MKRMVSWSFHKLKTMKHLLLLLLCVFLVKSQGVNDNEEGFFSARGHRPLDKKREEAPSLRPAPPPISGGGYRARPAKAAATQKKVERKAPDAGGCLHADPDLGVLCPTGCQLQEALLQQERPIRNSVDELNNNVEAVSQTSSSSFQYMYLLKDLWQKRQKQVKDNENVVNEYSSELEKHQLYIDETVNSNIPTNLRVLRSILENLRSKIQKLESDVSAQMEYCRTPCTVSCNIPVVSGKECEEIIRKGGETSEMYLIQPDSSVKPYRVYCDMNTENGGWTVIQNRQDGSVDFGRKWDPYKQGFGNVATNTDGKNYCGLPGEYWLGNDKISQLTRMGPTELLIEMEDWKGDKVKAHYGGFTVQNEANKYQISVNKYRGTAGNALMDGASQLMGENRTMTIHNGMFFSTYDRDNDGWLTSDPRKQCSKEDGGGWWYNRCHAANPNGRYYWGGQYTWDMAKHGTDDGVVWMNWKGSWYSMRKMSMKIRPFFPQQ
ARFGAP1 inhibitor – inhibitors of rat ARFGAP1 GAP activity, primary screen, biochemical, fluorescence polarization, GDP tracer; ADP-ribosylation factor GTPase-activating protein 1 (Rattus norvegicus), Q62848; Arfgap1-stimulated ARF1 GTP hydrolysis, GDP FP detection; inhibition, % at 16.5 µM; hit rate 0.26% among 360,000; AID 651572, 2012;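 active = inhibition above a per-plate limit, mean inhibition of low control wells plus 3 SD, cut at about 25% in these data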;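 note: 0% = DMSO wells with enzyme and 100% = wells lacking Arfgap1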
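Repeats: one replicate per compound; assay system: rat Arfgap1 catalytic domain, aa 1-136; times: enzyme reaction 120 min at 25 °C after 20 min preincubation; detection: FP of antibody-bound GDP Alexa 633 tracer, ex 620/em 688 nm; benchmarks: high control wells lacking Arfgap1, low control full reaction with DMSO; reagent: human ARF1(Δ1-17)-GTP substrate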
GC-A act – GC-A stimulated cGMP production enhancers – HEK293 GC-A cells, cGMP TR-FRET, EC30 ANP, primary screen; Atrial natriuretic peptide receptor 1 (Homo sapiens), P16066; 0% at EC30 ANP, 100% saturating ANP; activation, % at 10 µM; hit rate 0.14% among 370,000; AID 1671463, 2021; in the data active = activation above about 40%
rCAG binder – binders of r(CAG) RNA repeats, primary screen, biochemical, fluorescence. r(CAG) RNA repeat, TO-PRO-1 dye displacement fluorescence. inhibition, % at 3 µM. hit rate 1.3% among 370,000. AID 651821, 2012;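 active = inhibition above the plate cutoff, the mean of all test compounds on that plate plus 3 SD, cut at about 35% in these data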;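 note: 0% = DMSO alone and 100% = 100 µM mitoxantrone as full dye displacement; higher means more dye released from RNA so lower well fluorescence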
GAA850 FXN act – FXN promoter activators, primary screen, cell-based, luciferase luminescence, HEK293 lucGAA850; AID 540364, 2011; HEK293 lucGAA850 FXN promoter luciferase reporter, 24 h; percent of 10 µM SAHA response; activation, % at 6 µM; hit rate 0.56% among 360,000;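 active = activation above the average of all compounds screened plus 3 SD, cutoff fixed separately per campaign, cut at about 7.5% in these data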;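 note: 0% = DMSO wells and 100% = 10 µM SAHA wells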
KLK7 zymogen act – proKLK7 zymogen activators, primary screen, biochemical, fluorescence intensity; AID 652039, 2013; purified proKLK7, EDANS-DABCYL substrate fluorescence; 100% is mature enzyme control, 0% vehicle; Kallikrein-7 (Homo sapiens), P49862; hit rate 0.9% among 370,000; activation, % at 7 µM;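 active = activation above the mean of all tested compounds plus 3 SD, computed per campaign excluding outliers beyond control limits, cut at about 13% in these data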
HGIII-sPLA2 inh – human group III sPLA2 inhibitors, primary screen, biochemical, QFRET, BODIPY PC-A2 liposome substrate; inhibition, % at 12.2 µM; hit rate 0.56% among 370,000; Group 3 secretory phospholipase A2 (Homo sapiens), Q9NZ20; QFRET BODIPY PC-A2 liposome hydrolysis, fluorescence; AID 743126, 2013;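 active = inhibition above mean plus 3 SD of compounds lying within the high and low control bounds, cut at about 19% in these data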;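 note: 0% = median of test compound wells and 100% = no enzyme DMSO wells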
Starred values were filed as active, the others as inactive; · = not tested or not shown. Rows are unselected, and some 4.5% of all compounds hit somewhere here.

canonical_smiles	ADAM10 inh	NPR2 activator	ASAP1 GAP inh	DDE Tn6 FP inh	ARFGAP1 inhibitor	GC-A act	rCAG binder	GAA850 FXN act	KLK7 zymogen act	HGIII-sPLA2 inh
COC(=O)C1C(O)=C(C=NC2CCCCC2)C(=O)CC1(C)C (stereo not given)	-5	9	5	11	5	2	-7	-0.5	0.2	0
O=C(O)COc1ccccc1/C=N/NC(=O)c1ccc(F)cc1	2	1	-10	-4	5	0	3	-3.1	0.4	-1
C[C@@H]1ON(C)[C@H]2C[C@H]3c4[nH]c5ccc(-c6ccc7c(c6)OCO7)cc5c4CCN3C[C@@H]12	-11	-3	19	-4	16	3	4	-1.8	1.5	-14
Cc1ccc(SCCC(=O)NC(C)(C)C)cc1	4	6	10	6	-1	0	-5	0.1	0.2	-1
Cc1c(C(=O)c2cccc(F)c2)c2ccccn2c1CCC#N	5	1	-14	9	-3	-5	-1	2.7	0.0	2
COc1ccccc1OC(C)C(=O)N1CCc2ccccc21 (stereo not given)	3	0	5	-4	9	-3	-5	1.4	0.3	6
Cc1ccc(C(=O)/C=C/Nc2ccccc2C(N)=O)cc1	-214	3	5	2	5	3	2	3.2	1.6	-5
Cc1coc2cc3oc(=O)c4c(c3cc12)CCCC4	-87	-3	1	-4	7	-11	16	1.5	-1.6	6
Cc1ccc(S(=O)(=O)N2CCOC23CCN(C(=O)C(=O)NCCC(C)C)CC3)cc1	2	3	-5	8	2	4	-6	1.0	-0.2	-7
Cc1ccc(CSc2ccc(S(=O)(=O)N3CCOCC3)cn2)cc1	-2	2	8	10	-1	1	2	0.7	-0.5	2
CCN1CCN(Cc2nc(N)nc(Nc3ccc(C)c(C)c3)n2)CC1	-3	7	-2	3	2	3	-1	1.9	0.2	2
COc1ccc([N+](=O)[O-])cc1NCc1cccc([N+](=O)[O-])c1	7	-2	0	3	9	-4	3	2.5	-2.9	5
CCN(CC(=O)Nc1c(F)cccc1F)C(=O)Cc1c[nH]c2ccccc12	-10	4	1	9	-8	-1	0	-0.8	-0.2	-35
COCCN(C(=O)CCC(=O)Nc1ccccn1)C(C(=O)NCCC(C)C)c1ccc(F)cc1 (stereo not given)	-3	2	5	0	-6	-1	-9	0.4	-0.1	-3
CC(C)=CCc1cc([C@@H]2CC(=O)c3ccc(O)c(CC=C(C)C)c3O2)ccc1O	1	5	19	-3	7	-2	9	-0.5	-0.6	-37
COC(=O)c1ccc(Cn2c(C)c(C(=O)NCc3ccc(Cl)c(Cl)c3)sc2=O)o1	8	-5	9	-2	5	2	5	-0.3	0.4	-18
N/C(=N\OC(=O)/C=C/c1ccccc1)c1ccncc1	1	1	-9	-4	15	2	-4	4.1	0.0	-1
O=C(O)c1c(-c2ccccc2)cnc2ccccc12	-10	7	22	6	-3	-3	0	-1.0	-0.1	-1
CC(C)Oc1ccc(C(CC(=O)O)c2ccc(F)cc2)cc1 (stereo not given)	1	3	-7	-1	4	5	5	0.0	-0.7	-10
CCCN(CCC)C(=O)c1ccc2c(c1)OCO2	5	3	1	-7	9	4	0	2.0	0.0	0
CCCNC(=O)COc1coc(CN2CCN(c3ccccc3)CC2)cc1=O	5	4	10	2	0	4	-3	0.7	0.4	1
c1ccc([C@H]2CC3C[C@@H](c4ccccc4)N2O3)cc1	-2	-5	-3	-2	-4	1	3	1.5	-0.8	10
Cn1c(=O)c2c(nc(SCCN3CCCCC3)n2C)n(C)c1=O	0	0	-12	2	-1	14	-4	0.8	0.1	-2
CCNc1nc(SCC(=O)Nc2ccccc2)nc(N2CCOCC2)n1	-4	-7	0	-2	-2	-2	-1	-1.2	-0.2	1
Cc1cc(C)nc(NC(=O)CN2C(=O)c3ccccc3S2(=O)=O)n1	-9	-2	14	-3	0	2	1	-0.6	-0.4	13
Cc1ccc(Oc2ccc(-c3nc(N)nc(N)n3)cc2)cc1	12	-5	4	3	-2	-1	0	3.2	0.6	-9
Cc1nn(Cc2ccccc2Cl)c(Cl)c1C(=O)NCCc1ccccc1	-3	6	3	7	6	4	-3	5.5	0.3	-5
COc1ccc(C(=O)C2CCN(CC(=O)Nc3cc(C)cc(C)c3)CC2)cc1	4	-5	2	2	13	-6	-10	1.4	-0.2	-12
O=C(NCc1ccncc1)C1CCN(S(=O)(=O)c2ccc(Cl)c(C(F)(F)F)c2)CC1	0	2	-2	2	0	0	-3	-4.2	0.0	3
C=CC[C@]12CCc3ccccc3C1N(c1ccc(C(=O)OCC)cc1)C2=O (stereo not given in full)	6	-4	10	4	-3	-4	-7	3.3	-0.3	-3
CC(C(=O)NC1C(=O)N2C(C(=O)O)=C(CSc3nnnn3C)CSC12)n1cc(Br)cn1 (stereo not given)	-2	1	8	3	15	1	7	1.0	0.3	-2
CC(=O)NC1C(=O)N=C(SCC(=O)NC(C)c2ccccc2)NC1=O (stereo not given)	7	2	-9	-4	1	1	2	-0.7	0.2	7
C=CCOc1ccccc1CNCCCN1CCOCC1	-3	-2	0	-5	-7	2	-1	-1.4	0.3	-1
COC(=O)c1ccc(/C=C2/SC(=S)N(CCC(=O)NCCCN3CCOCC3)C2=O)cc1	-6	-1	-2	11	-6	-3	2	-1.0	-0.2	-4
COc1cccc(CNC(=O)Cn2c(=O)c3cccn3c3ccccc32)c1	-11	-5	4	3	-2	-12	-3	2.2	-0.1	8
Cc1cc(N2CC34C=CC(O3)C(C(=O)O)C4C2=O)no1 (stereo not given)	-13	-1	-8	4	1	0	2	-1.1	0.2	6
Cc1cc2cc(C)c(NCCNC(=O)c3ccccc3)nc2cc1C	-89	-12	4	6	11	-1	-4	2.3	0.2	-28
COc1ccc(-c2noc(CCC(=O)NCCc3ccccc3)n2)cc1	3	-5	5	-1	6	-10	-9	-0.1	-0.4	-9
Cc1ccc(S(=O)(=O)Nc2ccncc2)c(C)c1N(C)S(=O)(=O)c1ccc(Cl)cc1	3	1	2	-4	-15	3	-1	0.8	0.0	-6
COc1cccc(C2c3c(ncn(-c4ccccc4)c3=N)Oc3ccc4ccccc4c32)c1OC (stereo not given)	-3	-18	·	-8	·	-24	·	·	·	-1
O=C(c1cccc(F)c1)N(Cc1ccccn1)CC1CCCO1 (stereo not given)	-6	-4	·	-6	·	-3	0	·	-0.2	8
Cn1c(COc2ccccc2)nnc1SCC(=O)Nc1ccc(OCc2ccccc2)cc1	4	5	·	-6	·	-2	6	·	-0.1	-3
COc1ccc(N2C(=O)c3ccc(C(=O)Nc4cc(OC)ccc4OC)cc3C2=O)cc1	-1	5	11	-5	4	-4	4	0.8	0.0	6
Nc1cc(-c2ccc(Br)cc2)nn1S(=O)(=O)c1cccc2nsnc12	1	-16	1	-4	2	-13	9	1.1	-0.5	-7
CC(=O)N1CCN(c2ccc(S(C)(=O)=O)cc2[N+](=O)[O-])CC1	-12	3	-3	4	-1	0	-1	3.5	-0.7	0
O=C(NCCc1ccccc1)OCc1cn(Cc2cccc(Cl)c2)nn1	7	8	·	3	·	5	-2	·	0.2	-6
CCCCn1c(SCC(=O)NC(C)CC)nc2ccc(N3CCOCC3)cc2c1=O (stereo not given)	-68	-2	-3	-4	3	2	1	-0.1	1.9	1
O=c1c(S(=O)(=O)c2ccc(Cl)cc2)cn(Cc2ccccc2F)c2ccc(F)cc12	6	-2	3	-6	14	6	2	-0.8	0.8	5
CCc1ccccc1NC(=O)CN(C)C(=O)Cn1cc(C(F)(F)F)cc(Cl)c1=O	-9	0	-11	-1	-23	4	-3	-0.1	0.3	1
CC1(c2ccc(Cl)cc2)NC(=O)N(CC(=O)NC(=O)NCc2ccco2)C1=O (stereo not given)	2	1	-11	-3	0	-2	-2	1.2	0.1	-14
O=C(CN1CCN(Cc2ccccc2)CC1)N=Nc1c(O)[nH]c2ccccc12	10	-3	-13	4	9	3	3	3.6	0.7	-2
Cc1cc(-n2c(C)cc(C(=O)CSc3nncn3C)c2C)no1	-18	-2	-3	-4	2	-4	3	1.3	-0.7	1
C=CCn1c(SCC(=O)c2cc(C)n(CC3CCCO3)c2C)nnc1-c1ccccc1 (stereo not given)	-6	3	1	-9	22	9	-9	1.5	0.2	1

Compounds shown so far that contain an aryl methoxy group (seven):
canonical_smiles	ADAM10 inh	NPR2 activator	ASAP1 GAP inh	DDE Tn6 FP inh	ARFGAP1 inhibitor	GC-A act	rCAG binder	GAA850 FXN act	KLK7 zymogen act	HGIII-sPLA2 inh
COc1ccccc1OC(C)C(=O)N1CCc2ccccc21 (stereo not given)	3	0	5	-4	9	-3	-5	1.4	0.3	6
COc1ccc([N+](=O)[O-])cc1NCc1cccc([N+](=O)[O-])c1	7	-2	0	3	9	-4	3	2.5	-2.9	5
COc1ccc(C(=O)C2CCN(CC(=O)Nc3cc(C)cc(C)c3)CC2)cc1	4	-5	2	2	13	-6	-10	1.4	-0.2	-12
COc1cccc(CNC(=O)Cn2c(=O)c3cccn3c3ccccc32)c1	-11	-5	4	3	-2	-12	-3	2.2	-0.1	8
COc1ccc(-c2noc(CCC(=O)NCCc3ccccc3)n2)cc1	3	-5	5	-1	6	-10	-9	-0.1	-0.4	-9
COc1cccc(C2c3c(ncn(-c4ccccc4)c3=N)Oc3ccc4ccccc4c32)c1OC (stereo not given)	-3	-18	·	-8	·	-24	·	·	·	-1
COc1ccc(N2C(=O)c3ccc(C(=O)Nc4cc(OC)ccc4OC)cc3C2=O)cc1	-1	5	11	-5	4	-4	4	0.8	0.0	6

Full records from above. Order of screens: ADAM10 inh | NPR2 activator | ASAP1 GAP inh | DDE Tn6 FP inh | ARFGAP1 inhibitor | GC-A act | rCAG binder | GAA850 FXN act | KLK7 zymogen act | HGIII-sPLA2 inh
C=CCn1c(SCC(=O)c2cc(C)n(CC3CCCO3)c2C)nnc1-c1ccccc1 (stereo not given) as listed: -6 | 3 | 1 | -9 | 22 | 9 | -9 | 1.5 | 0.2 | 1
Nc1cc(-c2ccc(Br)cc2)nn1S(=O)(=O)c1cccc2nsnc12 as listed: 1 | -16 | 1 | -4 | 2 | -13 | 9 | 1.1 | -0.5 | -7
